# KOR beta-arrestin-1: KOR agonists, beta-arrestin recruitment, primary screen, cell-based, luminescence, uHTS (AID 1777). KOR beta-arrestin recruitment, luminescence; higher % means a stronger effect. activation, % at 10 µM, or EC50 in µM where a hit was titrated. hit rate 0.02% among 280,000; in the data active means activation above about 50%, passing the limit was not always enough; further: a part of the inactive calls stands beside numbers as strong as those of hits
# NTR1 ag: agonists of NTR1, primary screen, imaging, U2OS cells, beta-arrestin-GFP, high content (AID 493036) | P30989 | NTR1-U2OS beta-arrestin-GFP spot imaging, agonist mode | activation, % at 20 µM | hit rate 0.17% among 330,000;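 active means activation at or above 40% of the spot to cytoplasm intensity ratio, with at least 20 cells analyzed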;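 further: 0% = DMSO without peptide and 100% = 100 nM NTR1 peptide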
# Target sequence (P30989 whole entry, looked up): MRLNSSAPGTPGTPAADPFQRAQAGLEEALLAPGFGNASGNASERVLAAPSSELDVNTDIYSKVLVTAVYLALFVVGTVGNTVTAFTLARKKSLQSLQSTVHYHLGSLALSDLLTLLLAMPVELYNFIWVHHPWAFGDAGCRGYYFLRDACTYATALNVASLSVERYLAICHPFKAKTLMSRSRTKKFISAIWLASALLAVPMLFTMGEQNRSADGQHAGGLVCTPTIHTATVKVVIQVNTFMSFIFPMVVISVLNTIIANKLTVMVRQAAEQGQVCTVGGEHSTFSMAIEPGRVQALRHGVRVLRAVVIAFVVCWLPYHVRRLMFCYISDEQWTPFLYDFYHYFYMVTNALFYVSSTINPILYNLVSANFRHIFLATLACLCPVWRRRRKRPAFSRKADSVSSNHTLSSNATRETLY
# K1F lysis inhibition: inhibition of K1F phage lysis, E. coli UTI89, bacterial capsule biogenesis inhibitors, alamar blue (AID 488966). E. coli UTI89 K1F phage lysis, alamar blue, 2 h; higher % means a stronger effect. hit rate 0.02% among 340,000. inhibition, % at 100 µM; hits with a dose series show IC50 in µM;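 active means phage lysis inhibition, versus mean bacterial control, above a set limit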;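 further: capsule biogenesis inhibitors block K1F phage lysis so surviving cells raise fluorescence; higher fluorescence means more inhibition of phage lysis; actives were called in the ten point dose series up to 300 µM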
# GPR55 antagonists: GPR55 antagonists blocking LPI-driven arrestin recruitment, primary screen, imaging, U2OS, beta-arrestin-GFP, LPI agonist (AID 2013) | inhibition, % at 10 µM; hits with a dose series show IC50 in µM | hit rate 0.13% among 290,000 | U2OS GPR55 beta-arrestin-GFP translocation imaging, LPI antagonism; higher % means a stronger effect;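 active means spots per cell inhibited over 60%, with over 100 cells counted and total cytoplasm intensity under 500,000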;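 further: U2OS cells stably carrying GPR55 and arrestin-GFP stimulated by 5 µM LPI near EC80; imaged beta-arrestin-GFP aggregate spots per cell after agonist stimulation; plate controls were LPI-stimulated DMSO wells for no effect and DMSO wells without LPI for full effect; some results filed as inactive read as strong as hits; confirmed hits need IC50 under 10 µM and bright autofluorescent wells are also inconclusive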
# Rac1 GTP hydrolysis: MgcRacGAP GTPase-activating activity inhibitors, confirmation, biochemical, ADP Hunter fluorescence; MgcRacGAP-stimulated Rac1 GTP hydrolysis, ADP Hunter fluorescence; higher % means a stronger effect; GST-tagged Rac1 F28L mutant substrate; inhibition, % at 30 µM; hits with a dose series show IC50 in µM; hit rate 0.6% among 340,000;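 active means first-screen hits whose inhibition reached a set limit at any dose in the follow-up dose series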;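 further: fluorescence reports GDP produced by GAP-driven GTP hydrolysis; strong numbers were not always called active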
# NOD1 NF-kB reporter: NOD1 signaling inhibitors, primary screen, cell-based, luminescence, uHTS (AID 1578); inhibition, % at 4 µM; hits with a dose series show EC50 in µM; NOD1-driven NF-kB luciferase reporter cells, luminescence; higher % means a stronger effect; hit rate 1% among 290,000; in the data active means inhibition mostly above about 36%, no sharp cut-off; inactive means mostly below about 34%;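 further: HEK-293T reporter cells stimulated with the NOD1 agonist gamma-tri-DAP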
# KOR beta-arrestin-2: KOR antagonists, beta-arrestin recruitment, cell-based, luminescence, uHTS (AID 1778); KOR beta-arrestin recruitment, luminescence, antagonist mode; higher % means a stronger effect; inhibition, % at 10 µM, or IC50 in µM where a hit was titrated; hit rate 0.091% among 290,000; in the data active means inhibition above about 50%; further: strong numbers were not always called active
# GPR55 activation: selective activators of receptor GPR55 – imaging, U2OS cells, beta-arrestin-GFP redistribution, primary screen (AID 1961). U2OS GPR55 beta-arrestin-GFP redistribution imaging; higher % means a stronger effect. activation, % at 10 µM, or EC50 in µM where a hit was titrated. hit rate 0.048% among 290,000;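 active means activation above 40% with more than 50 cells counted in the well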;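 further: U2OS osteosarcoma cells stably expressing GPR55 and beta-arrestin-GFP; plate controls were DMSO negative control for no effect and LPI positive control for full effect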
# GPR35 antagonists: inhibition of zaprinast-stimulated GPR35 beta-arrestin translocation – imaging, U2OS, beta-arrestin-GFP, zaprinast agonist, primary screen (AID 2058); hit rate 0.052% among 290,000; U2OS GPR35 beta-arrestin-GFP translocation imaging, zaprinast antagonism; higher % means a stronger effect; inhibition, % at 10 µM, or IC50 in µM where a hit was titrated;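 active means inhibition of at least 50% with at least 30 cells and total cytoplasm GFP at most 10,000,000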
# NTR1 ag cell count 20 µM: also measured in NTR1 ag; calls as there; cell count; measured here: cell count, cytotoxicity flag
# An asterisk follows results filed as active; x = no result given; [ ] = another dose, or the depositor's remark. This is a subset (hit frequency here may not be typical).
# Values run as follows: KOR beta-arrestin-1	NTR1 ag	NTR1 ag cell count 20 µM	K1F lysis inhibition	GPR55 antagonists	Rac1 GTP hydrolysis	NOD1 NF-kB reporter	KOR beta-arrestin-2	GPR55 activation	GPR35 antagonists
> COc1cccc(C2(c3cccc(OC)c3)CC2C(=O)Nc2ccccc2Cl)c1 (stereo not given)
 : -1.4%	7.0	71	0.1%	16.3%	8.0%	7.5%	13.4%	0.3%	1.8%
> CCOc1cccc(C(=O)Nc2ccc3[nH]ncc3c2)c1
 : 3.2%	0.0	55	0.3%	-7.7%	7.8%	-44.2%	-60.0%[20 µM]	0.0%	-10.0%
> CN(CCOc1ccc(Cl)cc1)C(=O)c1ccc(S(=O)(=O)N2CCOCC2)cc1
 : 3.6%	1.5	47	-0.8%	-14.5%	8.2%	13.1%	-5.6%	-0.1%	0.0%
> Cc1cc(C)c(S(=O)(=O)NCCCn2ccnc2)c(C)c1
 : 2.2%	-0.1	51	2.4%	1.4%	5.8%	-29.5%	17.4%	0.1%	4.0%
> CC(C)C(=O)Nc1c(O)c2ccccc2[nH]c1=O
 : x	-0.3	31	0.1%	-5.9%	-0.6%	-23.3%	-25.9%[20 µM]	-0.2%	13.6%
> Cc1ccc(N2C(=O)C3C(C2=O)C(C(=O)c2ccc(Cl)cc2)N2CCCC32)cc1 (stereo not given)
 : 2.1%	-0.7	81	0.7%	-1.8%	6.1%	-13.8%	-9.1%	-0.1%	-0.4%
> CC(C)(C)NC(=O)CC(CC(=O)O)c1ccccc1 (stereo not given)
 : -1.5%	-0.8	49	0.5%	-4.1%	4.3%	1.9%	-31.5%	-0.3%	13.8%
> CCOC(=O)C1=C(C)NC(=S)NC1C (stereo not given)
 : -1.8%	-2.5	87	0.1%	-18.2%	11.8%	-24.8%	2.6%	-0.6%	-4.8%
> CCOC(=O)C1CCCN(C(=O)c2ccc3c(c2)N(Cc2ccccc2)C(=O)c2ccccc2S3=O)C1 (stereo not given)
 : -2.8%	-1.0	97	0.1%	16.2%	3.2%	-11.2%	25.8%	-0.3%	3.7%
> CCCNC(=O)c1ccc(COc2ccc(C)cc2)o1
 : -3.0%	1.3	57	-0.2%	-4.5%	8.9%	-7.4%	7.9%	-0.2%	-1.3%
> COc1ccc(CN2CCN(c3ncccn3)CC2)c(OC)c1
 : -0.7%	-1.6	69	-0.8%	16.4%	9.9%	-8.8%	6.0%	0.2%	15.5%
> CCOC(=O)C1=C(CC)Nc2ccccc2N=C1NC(=O)Nc1ccc(Cl)c(Cl)c1
 : 0.1%	5.9	60	5.4%	3.7%	0.6%	-5.8%	0.9%	-0.1%	-5.6%
> COCCCn1c(CCC(=O)O)ccc1-c1cccs1
 : -5.1%	1.1	56	0.2%	-6.2%	13.8%	-11.1%	-8.4%	0.4%	0.1%
> NC(=O)COc1ncnc2scc(-c3ccc(F)cc3)c12
 : -2.3%	0.6	61	0.2%	4.5%	0.5%	0.0%	-17.9%	0.2%	7.9%
> CC(C)C(=O)Nc1c(-c2ccccc2F)c(=O)c2ccccc2n1C
 : 4.7%	-0.3	96	0.1%	-4.1%	3.9%	-2.5%	7.6%	-0.1%	11.1%
> Cc1nn(Cc2ccccc2)c(C)c1NC(=O)c1noc2c1CCc1ccccc1-2
 : -6.9%	6.5	48	0.3%	8.4%	3.2%	30.3%	0.4%	-0.2%	0.5%
> COc1cccc(Cn2cccc(NC(=O)Nc3ccc(C#N)cc3)c2=O)c1
 : -2.1%	2.7	92	-0.3%	5.6%	3.7%	61.2%	-43.3%	0.0%	1.8%
> COc1cc(-c2nc3ccc4ccccc4c3c3c2CCC3)ccc1O
 : 7.1%	23.6	43	-2.1%[50 µM]	12.6%	-8.5%	-8.8%	-15.8%	-0.6%	-11.4%
> CC(c1ccccc1)N1C(=O)c2ccc(C(=O)Nc3ccccc3C(=O)O)cc2C1=O (stereo not given)
 : 7.0%	0.2	51	-1.7%[50 µM]	-10.4%	11.4%	-11.8%	-34.8%	-0.2%	-9.7%
> O=c1c2ccccc2nc(COc2ccccc2)n1/N=C/c1ccc(O)cc1O
 : 1.9%	2.4	55	0.2%	2.4%	9.5%	1.6%	14.3%	-0.1%	2.8%
> Cc1onc(-c2ccccc2)c1C(=O)N1CCOCC1
 : -3.8%	0.3	35	-0.1%	10.4%	3.7%	13.5%	10.6%	0.5%	5.2%
> CCOC(=O)C1=C(C)N(C)C(C)=C(C(=O)OCC)C1c1ccncc1
 : -4.7%	1.3	66	0.1%	0.7%	10.3%	-25.3%	27.2%	-0.1%	6.5%
> COc1ccc(-c2oc3cccnc3c2-c2ccc(OC)nc2)cc1
 : -5.2%	6.5	46	-0.4%	3.6%	4.9%	-36.1%	-2.0%[20 µM]	0.7%	-11.5%
> O=C1NC(=O)C(CC(=O)N(Cc2ccco2)C2(C(=O)NC3CCCC3)CCCCC2)N1 (stereo not given)
 : -0.9%	-0.3	61	3.1%	6.1%	4.9%	-9.7%	6.1%	-0.1%	-0.5%
> COc1ccc(/C=C/C(=O)NC(=S)NNC(=O)c2ccco2)cc1
 : 12.7%	-0.9	54	4.7%	-8.6%	11.1%	-10.3%	-1.2%	-0.2%	12.3%
> O=C(N[C@@H](Cc1ccccc1)C(=O)OCc1ccccc1)c1nc[nH]c1C(=O)N[C@@H](Cc1ccccc1)C(=O)OCc1ccccc1
 : -4.4%	3.9	47	0.9%	9.0%	7.1%	-10.9%	-7.7%[20 µM]	0.0%	-0.9%
> CN(C)c1ccc(C(=O)N(Cc2ccccc2)Cc2ccccc2)cc1
 : 0.6%	0.3	53	-0.1%	7.8%	-8.3%	31.3%	4.7%	-0.1%	9.3%
> Cn1c(C(=O)OCC(=O)NCc2cccs2)cc2sccc21
 : 10.7%	2.4	56	-1.1%	0.3%	-1.9%	-11.5%	-18.9%	0.1%	11.3%
> O=C(CN1CCCC1)Nc1ccc(F)cc1
 : x	1.1	64	0.0%	1.4%	8.7%	24.3%	-16.3%[20 µM]	0.3%	0.5%
> O=C(COc1cccnc1[N+](=O)[O-])N1CCN(S(=O)(=O)c2ccc3ccccc3c2)CC1
 : 8.3%	1.1	68	2.8%[50 µM]	4.5%	9.3%	-9.6%	-51.1%	0.5%	-3.0%
> O=C(COc1ccc(F)c(Cl)c1)N1CCCCCCC1
 : -0.6%	1.0	69	0.1%	7.1%	1.0%	-26.9%	-23.8%[20 µM]	0.3%	8.4%
> CN(C)S(=O)(=O)c1ccc(C(=O)/C=C/c2cccnc2)cc1
 : 0.5%	25.8	37	-0.4%	0.8%	7.9%	50.9%	-39.2%	-0.1%	4.5%
> N#CCCn1cc(C(=O)Nc2ccccc2Br)c(-c2cccs2)n1
 : 1.3%	0.6	78	0.5%	7.6%	4.0%	-24.4%	20.8%	0.5%	6.1%
> Oc1ccccc1N1CCN(Cc2ncc(-c3ccccc3)o2)CC1
 : -3.1%	0.7	42	0.5%	-10.0%	2.2%	25.0%	0.7%	-0.2%	22.2%
> COc1ccc(CC(=O)N/N=C(/C)c2ccco2)cc1
 : 5.7%	-1.1	95	0.0%	0.1%	4.8%	-37.2%	8.8%[20 µM]	-0.1%	31.6%
> O=C1C(=O)N(CCc2c[nH]c3ccccc23)C(c2cccnc2)/C1=C(/O)c1ccccc1 (stereo not given)
 : -3.8%	0.0	95	x	5.7%	x	-22.3%	-3.4%	0.4%	11.7%
> COc1cccc(CN(C(=O)c2cc3ccccc3oc2=O)C2CC2)c1
 : -3.9%	-2.5	76	-0.4%	1.7%	-3.0%	-22.6%	19.6%	-0.1%	-3.1%
> CCOc1cc(C(C(=O)NCC2CCCO2)N(C(=O)Cn2nnc3ccccc32)c2ccc(C(C)=O)cc2)ccc1O (stereo not given)
 : -1.9%	0.8	51	-0.3%	0.0%	1.0%	-32.4%	-11.8%	0.7%	-0.2%
> COCC(C)N1CCC(Oc2ccc(C(=O)NCc3ccccn3)cc2)CC1 (stereo not given)
 : 3.8%	0.9	74	0.2%	-1.6%	9.4%	-15.1%	-15.7%	0.2%	0.5%
> Cc1c(C#N)c2ncn(Cc3ccccn3)c(=O)c2n1-c1ccccc1
 : 29.7%	0.1	54	2.1%[50 µM]	-2.4%	6.2%	6.4%	-13.9%	-0.1%	4.2%
> CCc1ccc(C(=O)NC(CC(C)C)C(=O)O)cc1 (stereo not given)
 : 0.1%	1.9	88	-0.9%	7.5%	-2.2%	-3.5%	5.0%	-0.1%	-6.2%
> C=CCn1c(SCC(=O)Nc2ncc(Cc3cc(Cl)ccc3Cl)s2)nnc1-c1ccncc1
 : -2.4%	0.8	44	-0.4%	29.0%	8.0%	-0.5%	13.0%	0.2%	11.3%
> COc1ccc(Cl)cc1NC(=S)N1CCN(C(=O)c2ccco2)CC1
 : 3.6%	-0.8	43	0.4%	5.7%	12.7%	-36.2%	0.8%	-0.1%	5.2%
> Cc1ccc(-c2nc3ncccn3c2NC2CCCC2)o1
 : -3.9%	-0.5	62	0.7%	-1.6%	5.9%	-21.4%	-0.3%	-0.1%	-7.2%
> CCCCNC(=O)/C(C#N)=C/c1cccnc1
 : 3.4%	0.5	81	0.1%	12.0%	13.0%	22.8%	18.2%	0.1%	7.1%
> Cc1cccc(NC(=O)CCCc2ccccc2)c1C
 : 1.1%	-0.6	62	0.7%	-0.6%	9.6%	14.6%	-23.5%	-0.2%	20.2%
> COc1ccc(C2=NN(C(=O)CCCC(=O)O)C(c3cn(-c4ccccc4)nc3-c3ccccc3)C2)cc1 (stereo not given)
 : -0.7%	0.0	57	0.1%	-3.3%	0.2%	11.9%	32.4%	-0.3%	-2.0%
> COCCNC(=O)CSc1nc(-c2ccc(OC)c(OC)c2)cc(C(F)(F)F)n1
 : 0.0%	2.5	36	-0.1%	2.4%	11.8%	-21.6%	31.3%	-0.1%	5.3%
> CCOC(=O)C1=C(c2ccccc2)NC(SCC)=C(C#N)C1c1cccnc1 (stereo not given)
 : 0.1%	0.5	57	0.8%	1.5%	3.4%	-27.6%	-8.5%	0.1%	-6.8%
> Cc1cc(NC(=O)CSc2c3c(nc4ccccc24)CCC3)no1
 : 3.3%	1.1	50	1.3%	8.1%	4.9%	0.5%	-6.1%	-0.1%	7.7%
> O=C(Nc1cccc(F)c1)C1CCN(C(=O)Cc2ccccc2)CC1
 : -2.6%	-0.7	40	0.0%	-22.7%	-2.1%	4.2%	23.4%	-0.1%	11.8%
